Screening results deposited in PubChem BioAssay by several laboratories.
NTR1 ag = agonists of NTR1, primary screen, imaging, U2OS cells, beta-arrestin-GFP, high content (AID 493036) | NTR1-U2OS beta-arrestin-GFP spot imaging, agonist mode | P30989 | 0.17% of 330,000 active | activation, % at 20 µM;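 active = activation at or above 40% of the spot to cytoplasm intensity ratio, with at least 20 cells analyzed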;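 also: 0% = DMSO without peptide and 100% = 100 nM NTR1 peptide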
Target sequence (P30989 whole entry, looked up): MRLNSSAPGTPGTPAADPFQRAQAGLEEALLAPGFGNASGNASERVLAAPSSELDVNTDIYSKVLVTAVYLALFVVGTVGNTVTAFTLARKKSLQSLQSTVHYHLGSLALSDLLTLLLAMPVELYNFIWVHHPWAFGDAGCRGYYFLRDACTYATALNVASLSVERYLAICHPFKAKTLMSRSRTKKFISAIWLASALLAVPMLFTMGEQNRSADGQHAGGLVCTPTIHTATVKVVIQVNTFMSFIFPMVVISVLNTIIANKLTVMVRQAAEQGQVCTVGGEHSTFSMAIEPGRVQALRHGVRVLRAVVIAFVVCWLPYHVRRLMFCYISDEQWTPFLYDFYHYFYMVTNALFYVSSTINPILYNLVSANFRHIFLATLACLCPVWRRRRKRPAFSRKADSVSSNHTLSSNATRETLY
Dengue-2 NS5 capping = Dengue-2 NS5 methyltransferase inhibitors, primary screen, biochemical, confirmation dose response (AID 588689) | Dengue-2 NS5 methyltransferase capping enzyme assay, biochemical; higher % means a stronger effect | inhibition, % at 25 µM, or IC50 in µM where a hit was titrated | 0.3% of 340,000 active; in the data active = a potency from the dose series
Rac1 GTP hydrolysis = MgcRacGAP GTPase-activating activity inhibitors, confirmation, biochemical, ADP Hunter fluorescence; AID 624330; 0.6% of 340,000 active; MgcRacGAP-stimulated Rac1 GTP hydrolysis, ADP Hunter fluorescence; higher % means a stronger effect; GST-tagged Rac1 F28L mutant substrate; inhibition, % at 30 µM, or IC50 in µM where a hit was titrated;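 active = first-screen hits whose inhibition reached a set limit at any dose in the follow-up dose series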;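 also: fluorescence reports GDP produced by GAP-driven GTP hydrolysis; strong numbers were not always called active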
NTR1 ag cell count 20 µM = further read-out of NTR1 ag, marked with its call; cell count; measured here: cell count, cytotoxicity flag
Dengue-2 NS5 capping pilot replicate = recorded beside Dengue-2 NS5 capping, whose call it bears; inhibition, %; measured here: pilot screen replicate inhibition
* hit, by the source's call. An excerpt; rates above refer to the full screens.

SMILES | NTR1 ag | NTR1 ag cell count 20 µM | Dengue-2 NS5 capping | Rac1 GTP hydrolysis | others
CC(NC(=O)C1CCN(C(=O)c2ccc(F)cc2)CC1)c1ccc(S(N)(=O)=O)cc1 (stereo not drawn) | -1.3 | 55 | 1% | 1%
CC(c1ccc(F)cc1)n1cc(S(=O)(=O)N2CCCC2)ccc1=O (stereo not drawn) | 0.0 | 51 | 3% | 3%
C=CCn1cnnc1SCC(=O)N(C1CCCCC1)C1CCS(=O)(=O)C1 (stereo not drawn) | 1.5 | 50 | -2% | 4%
COc1ccc(NC(=O)CSCC(=O)NCc2cccc(C(F)(F)F)c2)cc1 | -1.6 | 52 | -10% | 5%
COC(=O)c1ccc(-c2csc(NC(=O)c3c(C)noc3C)n2)cc1 | 13 | 53 | -8% | 3%
CC[C@]1(c2ccccc2C)ON(c2ccccc2C(F)(F)F)C1=O | -0.3 | 47 | -2% | 5%
O=C(COC(=O)/C=C/c1ccccc1Cl)NCC1CCCO1 (stereo not drawn) | 1.9 | 70 | 0% | 0%
O=C(Cn1cc([N+](=O)[O-])ccc1=O)N1CCc2ccccc2C1 | -0.4 | 59 | -7% | 2%
COc1ccccc1S(=O)(=O)N1CCN(S(=O)(=O)c2cccs2)CC1 | 2.9 | 58 | -6% | 3%
O=C(COC(=O)Cc1cccc(C(F)(F)F)c1)NCc1ccco1 | -0.2 | 55 | -13% | -1%
COc1ccc(OC)c(NC(=O)COC(=O)CCCN=C2NS(=O)(=O)c3ccccc32)c1 | -2.9 | 65 | -9% | -4%
CCN(C[C@H]1N[C@@](CC)(C(=O)OC)[C@H]2C(=O)N(Cc3ccccc3)C(=O)[C@@H]12)C(=O)Nc1ccc(C)cc1 | 0.6 | 56 | 3% | 4% | Dengue-2 NS5 capping pilot replicate=-0.9
CCN(c1ccccc1)S(=O)(=O)c1ccc(C(=O)N(C)Cc2cccs2)cc1 | -1.3 | 50 | -1% | 6%
CCOC(=O)c1c(C)[nH]c(C)c1C(=O)COC(=O)c1ccc(S(=O)(=O)C(F)F)cc1 | 0.7 | 77 | -5% | 4%
CC(C)Nc1ccccc1 | -1.3 | 36 | -4% | 4%
COc1cccc(NC(=O)COC(=O)c2ccc(C)c(S(=O)(=O)N3CCCCC3)c2)c1 | -1.1 | 45 | 3% | -5%
COc1ccc(C(=O)OCC(=O)Nc2c(C)n(C)n(-c3ccccc3)c2=O)cc1 | 3.1 | 47 | 0% | 6%
CN(C)C(=O)c1ccc(NC(=O)c2ccccc2SCC(=O)N2CCCC2)cc1 | -0.5 | 73 | -3% | 9%
COc1cc(-c2cccc([C@H]3[C@@H]4C=CC[C@@H](C)[C@@H]4C(=O)N3Cc3ccccc3)c2)cc(OC)c1OC | 3.3 | 64 | 2% | 6% | Dengue-2 NS5 capping pilot replicate=-1.5
C=C[C@H](Cc1ccccc1)N(Cc1ccccc1)S(=O)(=O)N(Cc1ccccc1)[C@H](C=C)Cc1ccccc1 | -0.8 | 44 | -3% | 9%
CCCCN(C(=O)C1CC(=O)N(c2ccc3c(c2)OCCO3)C1)c1c(N)n(CC(C)C)c(=O)[nH]c1=O (stereo not drawn) | -0.5 | 62 | -2% | -8%
CC(=O)c1ccc(N2CCN(C(=O)C3CCN(S(=O)(=O)c4ccc(F)cc4)CC3)CC2)cc1 | -1.3 | 57 | 4% | 0%
CCOC(=O)C1CCN(C(=O)CN2C(=O)NC3(CCCCC3)C2=O)CC1 | -1.9 | 49 | -4% | 1%
O=C(COC(=O)/C=C/c1ccccc1)NNC(=O)c1ccccc1F | 0.5 | 52 | -6% | -1%
CCN(CC(=O)Nc1ccc(NC(C)=O)cc1)C(=O)CCN1C(=O)C2CC=CCC2C1=O (stereo not drawn) | -1.1 | 63 | 1% | 8%
CCN1CCN(c2ccc(Cl)cc2NC(=O)c2ccc(-n3nc(C)cc3C)cc2)CC1 | 1.2 | 58 | -8% | -4%
CN1CCC(N(C)C(=O)c2ccc(Cl)c(S(=O)(=O)N3CCOCC3)c2)CC1 | -1.1 | 81 | 2% | 8%
O=C(Nc1ccc(S(=O)(=O)N2CCCC2)cc1)C1CC(=O)N(CCc2ccc(F)cc2)C1 (stereo not drawn) | -0.1 | 95 | -2% | 4%
CCN(CC)C(=O)[C@H]1CC(CC(=O)NC/C=C(\C)CCC=C(C)C)C(=O)N2CCc3c([nH]c4ccc(OC)cc34)[C@]12C (stereo partly drawn) | 6.2 | 59 | 3% | 3% | Dengue-2 NS5 capping pilot replicate=2.1
CC(NC(=O)c1ccccc1Cl)C(=O)Nc1ccc2c(c1)OCO2 (stereo not drawn) | -1.5 | 61 | -7% | 3%
O=C(OCC(=O)N(Cc1ccccc1)Cc1ccccc1)c1cccc(O)c1 | 2.2 | 51 | 4% | 3%
COCCOc1ccc(C(F)(F)F)cc1NC(=O)CN1C(=O)NC2(CCCc3ccccc32)C1=O (stereo not drawn) | 1.2 | 54 | 5% | -12%
Cc1cc(C)cc(NC(=O)COC(=O)c2ccc(CN3CCCC3=O)cc2)c1 | -0.7 | 55 | -6% | 6%
C=CC[C@@H](CC(=O)N(CCO)Cc1ccccc1)C(=O)N[C@H](COC(=O)[C@H](CC=C)CC(=O)OC(C)(C)C)Cc1c[nH]c2ccccc12 | 13 | 56 | -4% | 4% | Dengue-2 NS5 capping pilot replicate=0.9
Nc1ncnc2c1ncn2[C@@H]1O[C@H](CNCc2ccc(OCC(=O)Nc3nccs3)cc2)[C@@H](O)[C@H]1O | 1.0 | 77 | -2% | -1% | Dengue-2 NS5 capping pilot replicate=2.4
CCOc1cc(N2CCOCC2)c(OCC)cc1NC(=O)c1cc(S(=O)(=O)N2CCOCC2)ccc1C | -0.8 | 61 | -2% | -3%
O=C(COC(=O)/C=C/c1ccc(Cl)cc1Cl)NCC1CCCO1 (stereo not drawn) | -1.3 | 54 | -6% | 1%
COCCN(C(=O)COC(=O)CCc1ccccc1)c1c(N)n(Cc2ccccc2)c(=O)[nH]c1=O | -0.5 | 56 | 0% | 7%
CC(C)OCc1ccc(C(=O)N2CCN(S(=O)(=O)c3ccc(Br)s3)CC2)cc1 | 3.7 | 49 | -1% | 3%
COc1cc(C=NNC(=O)Cn2nc(C)cc2C)ccc1OC(=O)C1CC1 | -0.5 | 58 | -2% | 8%

Reprinted from the entries so far for reference:
SMILES | NTR1 ag | NTR1 ag cell count 20 µM | Dengue-2 NS5 capping | Rac1 GTP hydrolysis | others
COCCN(C(=O)COC(=O)CCc1ccccc1)c1c(N)n(Cc2ccccc2)c(=O)[nH]c1=O | -0.5 | 56 | 0% | 7%
CC(C)OCc1ccc(C(=O)N2CCN(S(=O)(=O)c3ccc(Br)s3)CC2)cc1 | 3.7 | 49 | -1% | 3%
COc1cc(C=NNC(=O)Cn2nc(C)cc2C)ccc1OC(=O)C1CC1 | -0.5 | 58 | -2% | 8%

Following part.
SMILES | NTR1 ag | NTR1 ag cell count 20 µM | Dengue-2 NS5 capping | Rac1 GTP hydrolysis | others
CC(NC(=O)c1ccco1)C(=O)N1CC=C(c2ccccc2)CC1 (stereo not drawn) | -0.8 | 58 | -3% | 3%
CN1C2Cc3c(n(C)c4ccccc34)C1CC=C2CO (stereo not drawn) | -1.5 | 55 | -1% | 7%
CC1CCCCN1C(=S)NC(=O)c1cc(Br)ccc1Cl (stereo not drawn) | 4.5 | 55 | 1% | 2%
O=C(CN1CCN(S(=O)(=O)c2cccs2)CC1)NCC1CCCCC1 | 0.2 | 65 | 4% | 1%
Cc1cccc(Nc2nnc(SC(C)C(=O)NC3CC3)s2)c1 (stereo not drawn) | 1.7 | 54 | -6% | 2%
CN(CC(=O)Nc1ccc(F)cc1)C(=O)c1ccc(OCc2cn3ccccc3n2)cc1 | 0.9 | 57 | -4% | 2%
CC(=O)c1ccc(NC(=O)COC(=O)c2c[nH]c3ccccc23)cc1 | -1.2 | 60 | -4% | 4%
O=C(C1CCN(S(=O)(=O)c2ccc(Cl)c(C(F)(F)F)c2)CC1)N1CCC1 | -1.0 | 67 | -6% | 5%
CN(C(=O)c1ccccc1OCc1ccc(F)cc1)c1c(N)n(Cc2ccccc2)c(=O)[nH]c1=O | -0.1 | 55 | 1% | 5%
Cc1nc2cc(-c3ccccc3)nn2c(N)c1-c1ccccc1 | 4.8 | 60 | -7% | 5%
COc1ccc(CNC(=O)CCNC(=O)c2ccc(C(C)(C)C)cc2)cc1OC | 0.7 | 54 | -1% | 9%
CC(C)(C)OC(=O)C[C@@H]1C/C=C\C[C@@H](CC(=O)N[C@H](CO)Cc2ccccc2)C(=O)N2CCC[C@@H]2COC1=O | -0.4 | 72 | -3% | 5%
O=C(COC(=O)c1c(F)cccc1F)NCc1cccs1 | 6.9 | 56 | 4% | 4%
CCCCN1C(=O)C(=O)N(CC(=O)Nc2cc(Cl)ccc2OC)C1=O | -1.2 | 62 | -10% | -3%
COc1cc(/C=C/C(=O)OCC(=O)NCC2CCCCC2)ccc1O | -0.4 | 54 | -8% | 39µM*
CC1(NC(=O)CC(c2ccccc2)(c2ccccc2)c2ccccc2)CCN(CCCc2ccccc2)C1=O (stereo not drawn) | 6.9 | 64 | -5% | 5%
Cc1cccc(C2=NN(c3ccccc3)[C@@H](C(=O)N3CCOC3=O)[C@@H]2c2ccccc2)c1 | 7.7 | 70 | 4% | 5% | Dengue-2 NS5 capping pilot replicate=-0.9
CCC1CCCCN1C(=O)CSc1nnc(N)s1 (stereo not drawn) | -0.2 | 66 | 5% | 2%
CCCCCCSc1ccc(-c2nc3cnccn3c2NCCCC)cc1 | -0.5 | 63 | -10% | 1%
COC(=O)c1ccc(CNC(=O)Cn2cnc(C(=O)Nc3ccc(C)c(C)c3)n2)cc1 | -0.1 | 59 | -3% | 11%
NC(=O)C1CCN(C(=O)c2cc(-c3ccccc3Cl)nc3ccccc23)CC1 | 0.9 | 50 | 5% | 1%
CCN(CC)S(=O)(=O)c1cc(NC(=O)CCn2[nH]c(=O)ccc2=O)ccc1C | 0.5 | 51 | -3% | 2%
Cc1cc(C)n(CC(=O)NNC(=O)c2ccc(S(C)(=O)=O)cc2)n1 | -1.6 | 61 | -2% | 4%
Cc1cccc(C(=O)O)c1[N+](=O)[O-] | -1.1 | 61 | -3% | 6%
C[C@H](CO)N1C[C@H](C)[C@@H](CN(C)S(C)(=O)=O)Oc2ccc(NS(=O)(=O)c3cn(C)cn3)cc2C1=O | 2.2 | 53 | -8% | 8% | Dengue-2 NS5 capping pilot replicate=-0.3
CN(CC(=O)Nc1ccccc1Cl)C(=O)Cn1cnc2ccc(Cl)cc2c1=O | -0.6 | 59 | 5% | 4%
CCCCn1c(N)c(N(CC(C)C)C(=O)c2ccc(-c3ccc(Cl)cc3)o2)c(=O)[nH]c1=O | -2.8 | 72 | -8% | 4%
CN(c1ccccc1)S(=O)(=O)c1cccc(C(=O)Nc2ccc(N3CCOCC3)cc2)c1 | 0.2 | 73 | 6% | -1%
COc1ccc(CC(=O)OCC(=O)Nc2ccc(Cl)cc2C)cc1 | 0.8 | 60 | 1% | 3%
COc1ccc(NC(=O)CNc2cccc(S(=O)(=O)N3CCCCCC3)c2)c([N+](=O)[O-])c1 | -0.1 | 54 | -7% | 0%
C[C@H](CO)N1C[C@H](C)[C@@H](CN(C)Cc2ccccc2)Oc2c(NC(=O)Cc3ccccc3)cccc2C1=O | 3.8 | 69 | -6% | 3%
CCN(CC)c1cccc(OCC(=O)N2c3ccccc3CC2C)c1 (stereo not drawn) | 4.9 | 61 | -1% | 4%
Cn1nc(C(=O)OCC(=O)Nc2ccccc2[N+](=O)[O-])c2ccccc2c1=O | 1.6 | 48 | -4% | 0%
O=C(NCCc1ccccn1)c1c(-c2ccccc2)sc2ccccc12 | 0.6 | 78 | -4% | 2%
Cn1c(N)c(C(=O)COC(=O)c2ccccc2C(=O)c2ccc(Cl)c([N+](=O)[O-])c2)c(=O)n(C)c1=O | 2.6 | 37 | -8% | 6%
CC(=O)c1ccc(-c2cccc([C@H]3[C@@H]4C=CC[C@@H](C)[C@@H]4C(=O)N3Cc3ccccc3)c2)cc1 | 10 | 53 | 1% | 7% | Dengue-2 NS5 capping pilot replicate=3.1
CC(=O)c1cccc(NC(=O)CSc2nnc(-c3ccncc3)o2)c1 | -0.7 | 85 | -3% | 4%

7 structures from above, ordered by heavy-atom count, largest number first:
SMILES | NTR1 ag | NTR1 ag cell count 20 µM | Dengue-2 NS5 capping | Rac1 GTP hydrolysis | others
CCN(CC)C(=O)[C@H]1CC(CC(=O)NC/C=C(\C)CCC=C(C)C)C(=O)N2CCc3c([nH]c4ccc(OC)cc34)[C@]12C (stereo partly drawn) | 6.2 | 59 | 3% | 3% | Dengue-2 NS5 capping pilot replicate=2.1
CN(CC(=O)Nc1ccc(F)cc1)C(=O)c1ccc(OCc2cn3ccccc3n2)cc1 | 0.9 | 57 | -4% | 2%
COC(=O)c1ccc(CNC(=O)Cn2cnc(C(=O)Nc3ccc(C)c(C)c3)n2)cc1 | -0.1 | 59 | -3% | 11%
CCN(CC)S(=O)(=O)c1cc(NC(=O)CCn2[nH]c(=O)ccc2=O)ccc1C | 0.5 | 51 | -3% | 2%
CCCCCCSc1ccc(-c2nc3cnccn3c2NCCCC)cc1 | -0.5 | 63 | -10% | 1%
O=C(NCCc1ccccn1)c1c(-c2ccccc2)sc2ccccc12 | 0.6 | 78 | -4% | 2%
CCC1CCCCN1C(=O)CSc1nnc(N)s1 (stereo not drawn) | -0.2 | 66 | 5% | 2%
